# Screening data: PubChem BioAssay, Broad Institute
# esBAF inh = inhibitors of esBAF chromatin remodeling in mouse ES cells. 2% of 350,000 active. Bmi1-luciferase knock-in reporter, 24 h; 100% = twice the neutral-well signal. AID 602393. reporter increase, % at 12.5 µM; in the data active means activation above about 40%; inconclusive means no clear call, values can overlap the other calls;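 further: 0% = median of the plate's neutral control wells and 100% = double that signal; a rise in the Bmi1 reporter signal indicates esBAF inhibition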
# ERAP1 HTS inh = ERAP1 (human) enzyme inhibition; recombinant ERAP1, Leu-AMC fluorescence, 60 min; inhibition, % at 10.7 µM; 0.15% of 340,000 active; AID 652197;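 active means mean replicate inhibition of at least 30%, or all replicates individually reaching that 30% level; inactive means mean below 30% and not every replicate reaching it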;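 further: 0% = neutral control wells and 100% = L-leucinethiol positive control wells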
# RAD52 inh = blocks human RAD52 DNA annealing. P43351. recombinant RAD52 DNA annealing, FRET fluorescence. inhibition, % at 18.7 µM. 0.46% of 360,000 active. AID 651710;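 active means every replicate showing at least 50% inhibition; inconclusive means mean inhibition at least 50% but not in every replicate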
# Target sequence (P43351 whole entry, looked up): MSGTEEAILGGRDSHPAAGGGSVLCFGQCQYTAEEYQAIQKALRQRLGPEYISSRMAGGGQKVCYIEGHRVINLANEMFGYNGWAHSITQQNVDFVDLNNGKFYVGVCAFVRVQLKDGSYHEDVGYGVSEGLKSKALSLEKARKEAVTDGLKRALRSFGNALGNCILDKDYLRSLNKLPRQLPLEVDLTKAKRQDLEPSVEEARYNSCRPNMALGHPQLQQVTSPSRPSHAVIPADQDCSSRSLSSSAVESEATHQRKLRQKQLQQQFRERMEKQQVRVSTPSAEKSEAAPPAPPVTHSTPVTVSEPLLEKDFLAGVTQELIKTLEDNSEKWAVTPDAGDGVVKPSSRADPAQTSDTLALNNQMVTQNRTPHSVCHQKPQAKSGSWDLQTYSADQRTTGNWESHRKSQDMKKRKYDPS
# ARNT-TACC3 inh = ARNT/TACC3 interaction disruption; AlphaScreen His-ARNT PAS-B/GST-TACC3 binding, luminescence; TACC3 fragment carries E629A point mutation; inhibition, % at 9.99 µM; 0.66% of 390,000 active;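 active means mean inhibition of replicates at least 50% and at least half of replicates each reaching 50%; inconclusive means half or more replicates reach 50% but mean below 50%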;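 further: 0% = complete ARNT plus TACC3 wells and 100% = ARNT alone without TACC3; many hits fall short of the cut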
# Xi reactivation = activators of X-chromosome reactivation in mouse fibroblasts | 0.055% of 360,000 active | activation, % at 7.58 µM | XiGFP mouse fibroblasts, % GFP-positive cells imaging, 3 d; cells co-treated with 5-aza-dC sensitizer; scaled so ellipticine positive control = 100%;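 active means mean normalized replicate activation at least 10% and every replicate at or above 10%; inconclusive means only one of the two criteria met; inactive means mean below 10% and not all replicates reach 10%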;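 further: 0% = median of on-plate neutral control wells and 100% = ellipticine 6 µM median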
#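 Assay system: SV40-immortalized XiGFP fibroblast cells, line 68-5-11; buffer or medium: DMEM plus 5-aza-dC sensitizer; compound: one concentration, pinned; timing: compounds 3 days, fix/stain 15 min at room temperature; benchmarks: positive control ellipticine, 6 µM final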
# CFTR F508del cor = correctors of CFTR F508del function in bronchial epithelial cells; CFBE cells, YFP halide quenching; stimulated with forskolin plus potentiator P3; % fluorescence drop versus neutral controls; activity (quench increase), % at 7.58 µM; 0.36% of 350,000 active; AID 720511;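 active means mean added fluorescence quench of at least 8% versus neutral control, with both replicates also reaching 8%; inconclusive means only one of the mean or replicate conditions met; inactive means mean below 8% and not both replicates reaching 8%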;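 further: cells transiently co-express mutant CFTR-F508del with the halide-sensitive YFP; corrector assay measuring rescue of mutant channel to the surface after 24 h compound exposure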
# RAD54 branch = inhibitors of human RAD54 branch migration | RAD54 Holliday junction branch migration, FAM/BHQ fluorescence | inhibition, % at 10.4 µM | AID 602329 | 0.14% of 360,000 active;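 active means mean normalized replicate activity at least 40 and at least half of replicates scoring 40 or more; inconclusive means only one of the two criteria met; inactive means mean below 40 and under half of replicates reaching 40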;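 further: 0% = median of neutral control wells and 100% = median of positive control wells; inhibitors cause a drop in the FAM fluorescence signal; in these data hits start at about 50%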
# INS-1E GSIS act = primary screen for activators of insulin secretion dependent on glucose, INS-1E cells, GLuc reporter luminescence; INS-1E GLuc reporter insulin secretion, 2-3 h; activation, % at 16.6 µM; 0.61% of 370,000 active;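 active means lowest replicate activation of at least 40%, so every replicate reaches that level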;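 further: 0% = median of neutral control wells and 100% = median of IBMX positive control wells; some compounds called inactive have numbers as strong as hits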
# Starred values were filed as active, the others as inactive; ? = inconclusive; / = not tested or not shown. Compounds were not picked by outcome; 3.3% or so of the library scored in one or more.
SMILES,esBAF inh,ERAP1 HTS inh,RAD52 inh,ARNT-TACC3 inh,Xi reactivation,CFTR F508del cor,RAD54 branch,INS-1E GSIS act
O=C(C[C@H]1C[C@@H]2c3cc(NC(=O)CC4CC4)ccc3O[C@@H]2[C@H](CO)O1)NCCN1CCCCC1,10,10,-2,0,0.0,-0.9,1,-6
O=C1NC(c2ccccc2)=N/C1=C/c1ccco1,/,16,-5,2,0.0,/,/,11
CCCc1cc(=O)oc2c(C)c(OC(C)C(=O)NCCN3CCOCC3)ccc12 (stereo not given),-2,1,-5,0,0.3,0.4,-6,25
S=C(Nc1ccccn1)NC1CCCC1,/,0,-6,-1,0.1,0.5,/,2
COC(=O)c1cc(-c2ccccc2)nc2nc(SC)[nH]c(=O)c12,-6,2,-10,-4,0.2,1.1,5,17
CCN(CC)C(=O)CCSc1nnc(-c2ccco2)o1,/,2,4,18,0.1,-4.5,/,-2
CC(=O)N(/N=C1\Sc2ccccc2C1=O)c1cccc(C)c1,?,/,/,21,/,/,1,2
C[C@H](CO)N1C[C@H](C)[C@@H](CN(C)S(=O)(=O)c2ccc(F)cc2)OCCCC[C@H](C)Oc2ccc(NS(C)(=O)=O)cc2C1=O,-2,3,-43,-6,-1.2,0.2,-5,10
CC(=O)Nc1ccc(S(=O)(=O)NC2(C(F)(F)F)C(=O)Nc3c2c(=O)[nH]c(=O)n3C)cc1 (stereo not given),12,/,/,-2,/,/,7,1
COc1ccc2c3c(n(C)c2c1)[C@@H](CO)N(C(C)=O)CC31CCN(C(=O)c2cnccn2)CC1,/,-3,4,/,0.2,-0.7,/,2
CCCn1c(=O)c2c(nc3n2CCN3Cc2ccco2)n(C)c1=O,/,-2,-8,-2,0.1,2.6,/,3
CC(C)NC(=O)N(C)C[C@H]1Oc2ccc(NC(=O)CCN3CCOCC3)cc2CC(=O)N([C@@H](C)CO)C[C@H]1C,2,1,-13,4,0.0,-0.2,10,24
COc1ccc(C(=O)Nc2ccc3c(c2)OC[C@H](C)N(C(C)=O)C[C@@H](C)[C@H](OC)CN(C)C3=O)cc1,0,-2,11,3,0.3,1.8,-5,-3
COc1cc(NC(=O)CCc2nnc3ccc(N4CCN(c5cccc(OC)c5)CC4)nn23)cc(OC)c1,1,-3,-15,-1,0.0,-2.2,4,-15
CC(C)C#Cc1cnc2c(c1)C(=O)N([C@@H](C)CO)C[C@@H](C)[C@@H](CN(C)C(=O)c1ccc3c(c1)OCO3)O2,/,0,-1,/,0.0,-2.3,/,-16
COCCCNC(=O)CCCn1c(=O)c2ccccc2n(Cc2cccc([N+](=O)[O-])c2)c1=O,1,-4,-6,-3,0.0,0.7,-10,17
Cc1cc(C)c(Nc2ncnc(N)n2)c(C)c1,6,/,-10,-38,0.0,1.2,-1,-2
O=C(Cc1ncc(C(F)(F)F)cc1Cl)NNc1cccc(F)n1,/,-1,-6,-8,0.1,-4.1,/,3
COc1ccc(-c2ccnc(-c3ccc(O)cc3)n2)cc1,/,12,-6,7,0.0,11*,/,17
C[C@H](CO)N1C[C@H](C)[C@@H](CN(C)C(=O)Nc2ccnc(N3CCOCC3)c2)OCc2ccccc2-c2c(n(C)c3ccccc23)C1=O,/,-1,23,/,-0.6,3.4,/,-18
O=C(N/N=C/c1cccc([N+](=O)[O-])c1)c1cccc(Br)c1,/,12,-12,-3,0.0,3.8,/,-4
O=C(CCc1nnc(C2CCCCC2)o1)NCCCOc1cccnc1,/,11,-6,-6,0.1,-1.7,/,6
CCc1cc(/C(Cc2ccccn2)=N\Nc2ccccc2)c(O)cc1O,/,1,-39,7,-0.1,-0.3,/,-10
COCCN(C(=O)c1ccccc1F)c1nnc(-c2ccc(OC)cc2)s1,20,0,-18,/,0.0,-0.3,0,-5
C[C@@H]1CCCCO[C@@H](CN(C)S(=O)(=O)c2cccs2)[C@H](C)CN([C@@H](C)CO)C(=O)c2cc(NC(=O)Nc3cccc4ccccc34)ccc2O1,2,/,/,-1,-0.7,-0.4,7,0
# (more compounds)
SMILES,esBAF inh,ERAP1 HTS inh,RAD52 inh,ARNT-TACC3 inh,Xi reactivation,CFTR F508del cor,RAD54 branch,INS-1E GSIS act
CN(C)CC(=O)N1[C@H](C#N)[C@@H](c2ccc(C#CC3CCCCC3)cc2)[C@@H]1CO,-1,1,-16,-25,-0.1,-0.5,6,-9
O=C(C1CC(=O)N(C2CCCC2)C1)N1CCN(c2ccccc2F)CC1 (stereo not given),5,-2,-14,/,0.0,2.9,1,-3
CC(NCC(=O)NC(=O)NC1CCCC1)c1ccc(Cl)cc1Cl (stereo not given),-5,-4,1,0,0.3,0.9,0,-49
CCc1nc(N)nc(N)c1-c1ccc(N(C)Cc2ccccc2)c([N+](=O)[O-])c1,/,3,5,5,0.0,1.7,/,-12
CO[C@H]1CN(C)C(=O)c2ccc(NC(=O)c3ccccc3)cc2OC[C@H](C)N(CC2CC2)C[C@H]1C,-5,-2,-8,-4,0.4,-1.2,4,-2
COc1ccc(CC(=O)OCc2csc(CC(=O)Nc3ccc(C)cc3)n2)cc1,5,-3,-14,-1,0.2,-1.4,6,/
C/C=C/c1ccc2c(c1)O[C@H](CN(C)Cc1ccncc1)[C@@H](C)CN([C@@H](C)CO)S2(=O)=O,0,2,-9,-5,-1.2,2.6,-1,-13
O=C(O)C1C2C=CC(O2)C1C(=O)NCCc1cccc(Cl)c1 (stereo not given),-2,-1,-9,-3,0.1,2.1,2,10
C[C@H]1CN([C@@H](C)CO)S(=O)(=O)c2ccc(C#Cc3cccc(F)c3)cc2O[C@@H]1CN(C)S(=O)(=O)c1cn(C)cn1,2,0,-9,17,0.0,1.7,1,-6
O=C(N[C@H]1CC[C@H](CC(=O)N2CCc3ccccc3C2)O[C@@H]1CO)C1CCOCC1,-5,0,3,0,0.1,0.3,-16,9
O=C(CNc1cccc(S(=O)(=O)N2CCCCC2)c1)Nc1ccccc1F,8,3,-3,-6,0.1,1.2,13,-19
COc1cccc(S(=O)(=O)Nc2ccc3c(c2)C(=O)N(C)C[C@H](OC)[C@H](C)CN[C@H](C)CO3)c1,6,0,-14,-7,-0.1,-1.5,-3,9
O=C(C1CCC1)N1CC(=O)N2[C@H](CO)[C@@H](c3ccc(C#Cc4cccc(F)c4)cc3)[C@H]2C1,/,/,18,/,0.0,2.7,/,-12
COc1ccc(S(=O)(=O)N(C)C[C@H]2Oc3ccc(NC(=O)CCCCCC(=O)Nc4ccccc4N)cc3C(=O)N([C@H](C)CO)C[C@H]2C)cc1,1,-1,-6,1,-0.2,-0.8,-2,18
Cc1ccc(NC(=O)CC[C@H]2O[C@@H](n3cnc4c(NC(=O)c5ccccc5)ncnc43)[C@H](O)[C@@H]2O)cc1C,-5,2,-12,/,0.3,-1.8,4,13
CN(C)C(CNC(=O)CCNC(=O)c1ccccc1Cl)c1ccco1 (stereo not given),-4,-3,-14,-1,-0.1,0.0,-10,7
O=C(CCCNC(=O)c1ccc(Cl)cc1)NCc1ccc(F)cc1,-1,1,-5,24,0.0,-0.4,0,-1
COc1ccccc1NC(=O)c1sc(NC(=O)c2ccco2)c(C#N)c1C,-5,0,-15,-2,/,-1.7,/,9
Cc1cc(NC(=O)Cn2nc(C(F)(F)F)c3c2CCC3)no1,-6,/,/,-3,/,/,-14,-3
O=C(Nc1cccc2c1[nH]c(=O)c1ccccc12)C(F)(F)F,2,0,-21,/,0.0,-3.6,-6,/
C[C@H](CO)N1C[C@H](C)[C@@H](CN(C)Cc2ccc(C(=O)Nc3ccccc3N)cc2)Oc2ccc(NS(=O)(=O)c3ccccc3)cc2C1=O,6,0,4,-2,0.0,-2.4,2,15
Cc1ccc(/C=N/NC(=O)c2cccs2)s1,50*,-3,1,-3,0.0,2.1,-9,-17
C[C@@H]1CN([C@@H](C)CO)S(=O)(=O)c2ccc(C#CC3CC3)cc2O[C@H]1CN(C)Cc1ccc(F)cc1,-3,-2,-10,-9,18*,-1.5,-11,-10
CCOC(=O)c1sc2nc(CSCC(=O)OCc3ccc(C(=O)OC)o3)[nH]c(=O)c2c1C,-2,2,-15,0,/,/,-14,0
Brc1ccccc1-c1nc2c3ccccc3ncn2n1,49*,-1,-8,/,0.3,-0.1,-5,40

# The final 3 records of the part above are carried over, then new ones follow.
SMILES,esBAF inh,ERAP1 HTS inh,RAD52 inh,ARNT-TACC3 inh,Xi reactivation,CFTR F508del cor,RAD54 branch,INS-1E GSIS act
C[C@@H]1CN([C@@H](C)CO)S(=O)(=O)c2ccc(C#CC3CC3)cc2O[C@H]1CN(C)Cc1ccc(F)cc1,-3,-2,-10,-9,18*,-1.5,-11,-10
CCOC(=O)c1sc2nc(CSCC(=O)OCc3ccc(C(=O)OC)o3)[nH]c(=O)c2c1C,-2,2,-15,0,/,/,-14,0
Brc1ccccc1-c1nc2c3ccccc3ncn2n1,49*,-1,-8,/,0.3,-0.1,-5,40
O=C(NNC(=O)C1CCC1)c1ccccc1F,-2,1,3,-2,0.0,-1.0,0,8
C=CCNC(=O)Cc1c(OC)ccc2cc(Br)ccc12,/,3,-10,0,0.0,1.2,/,8
CC(C)CC(=O)Nc1nnc(S(=O)(=O)N2CCc3ccccc32)s1,-11,-1,-17,35,0.0,-0.6,-10,-4
COc1ccccc1C1C2=C(CC(C)(C)CC2=O)N(CC(=O)O)C2=C1C(=O)CC(C)(C)C2,4,26,-5,1,0.1,-3.3,-2,1
CO[C@H]1CN(C)C(=O)c2cc(NC(=O)NC3CCCCC3)ccc2OC[C@@H](C)N(C)C[C@H]1C,1,1,-4,5,0.0,0.2,6,21
O=C(N[C@@H]1CC[C@H](CCNC(=O)c2ccccc2F)O[C@@H]1CO)c1cnccn1,-2,3,-5,0,-1.1,-0.3,2,-2
N#CC1(NC(=O)CSc2nnc3n2CCCCC3)CCCCC1,8,3,-10,2,0.0,2.6,-18,13
O=C(C[C@@H]1C=C[C@H](NC(=O)C2CC2)[C@@H](CO)O1)NCCCN1CCOCC1,-3,1,3,0,-0.3,0.3,4,-2
O=[N+]([O-])c1ccc(NN=CC2CCCCCC2)c([N+](=O)[O-])c1,/,0,3,/,1.3,-0.8,/,1
CCS(=O)(=O)c1nc(S(=O)(=O)c2ccc(C)cc2)c(N2CCOCC2)s1,2,-1,7,/,0.1,0.6,-5,10
COc1cc(/C=C/C(=O)OCC(=O)N(C)Cc2ccccc2)ccc1O,5,2,-5,1,0.0,-3.8,-4,/
CC(=O)NC[C@H]1[C@@H](c2ccc(-c3ccccc3)cc2)[C@@H](CO)N1C(=O)C1CCC1,6,-2,-45,-11,0.0,0.8,-1,2
C=CCc1cccc(/C=N/NC(=O)c2ccccc2Br)c1O,/,10,-12,6,0.0,/,/,-7
CCN(C(=O)COC(=O)/C=C/c1ccc(OC)c(OC)c1)c1c(N)n(Cc2ccccc2)c(=O)[nH]c1=O,3,1,-20,-11,0.2,-12,-12,0
O=C(CC(c1ccccc1)c1cc(Cl)ccc1O)N1CCCC1 (stereo not given),/,-4,-4,-2,2.6,-1.4,-1,-32
COc1ccccc1CN1CC(C(=O)N(C)Cc2[nH]c3ccccc3c2C)CCC1=O (stereo not given),4,-7,-16,3,0.1,6.4,10,-17
CC1CCN(CC(=O)N2CCc3ccccc32)CC1,6,-2,-7,-7,0.0,3.5,-3,-2
N#CCOc1ccccc1/C=C/c1nc2ccccc2c(=O)[nH]1,29,-1,-17,-1,/,0.5,-2,3
